Screening data as filed in PubChem.
Pf Dd2 inh = blocks in vitro growth of P. falciparum Dd2; P. falciparum Dd2 growth, SYBR Green, 72 h; Potency, µM (doses to about 28.9 µM), for the others: top-dose activity, negative = inhibition, actives largely listed as inhibitors; 4.3% of 120,000 active; AID 1347417; active means well fitted inhibition curve with a large enough effect; inconclusive means small, poorly fitted or top-dose-only effect; inactive means no such curve, though single readings can be large or run the other way;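 further: plate controls were DMSO vehicle for no effect and reference drug for full effect; nearly all actives have a fitted effect of over 65% in size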
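Infected erythrocytes (Dd2, 0.3% parasitemia, 2.5% hematocrit final) are added to compound in RPMI-1640/Albumax II medium, grown 72 h at 37C in low oxygen, then lysed with saponin/Triton-X containing SYBR Green and read by fluorescence.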
The depositor's hits bear a star; i = inactive; ? = inconclusive; [ ] = remark or other dose. Potency means the concentration at half of the fitted maximal effect. These rows are one share of the data; rates above refer to the full screens.

nr | Compound | Pf Dd2 inh
1 | O=C1NC2(CCCN(Cc3cccnc3)C2)Oc2ccccc21 (configuration not stated) | -14.7%[44.1 µM]
2 | CCOC(=O)C1(Cc2ccccc2F)CCCN(C(=O)CCc2c[nH]c3ccccc23)C1 (configuration not stated) | ?
3 | O=C(C[C@@H]1C[C@@H]2C=C[C@H]1C2)NCc1cccnc1-n1cnc2ccccc21 | -17.5%
4 | Cc1ccc(-c2nc(CS(=O)CC(=O)O)c(C)o2)cc1 (configuration not stated) | 5.1%
5 | O=C(NCCc1csc(-c2cccnc2)n1)C1CC2(CCNCC2)CN1 (configuration not stated) | -2.9%
6 | CCC(Sc1nnc2c3ccccc3n(CC)c2n1)C(=O)Nc1nnc(C(C)C)s1 (configuration not stated) | ?
7 | COc1ccc(C(=O)Nc2ccc3oc(-c4ccc5ccccc5c4)nc3c2)cc1Br | ?
8 | O=C(CSc1ccc2ccccc2n1)Nc1nsc(-c2ccc(Cl)cc2)n1 | i
9 | CCOc1ccc(NC(=O)C(CC)n2nc(-c3ccc(C)c(C)c3)ccc2=O)cc1 (configuration not stated) | -9.4%
10 | CN1CC(=O)N(C2CCC2)Cc2c1ncnc2N1CCC(Cc2ccccc2)CC1 | ?
11 | COc1ccccc1CNc1ccc(-c2nc(-c3cccc(C)c3)no2)cc1[N+](=O)[O-] | 33.7%[activator]
12 | CC1=Nc2cc(C(=O)NC(C)c3ccc4c(c3)OCCO4)ccc2Sc2ccc(Cl)cc21 (configuration not stated) | ?
13 | CCn1ncc(CN2CCC(N3C(=O)C4(CCCC4)C3c3scnc3C)CC2)c1C (configuration not stated) | i
14 | Cc1cccc(C(=O)N2CCc3cc(CNS(=O)(=O)c4ccc(F)c(Cl)c4)ccc32)c1 | i
15 | COc1cccn(CC(=O)N(C)Cc2csc(C(C)C)n2)c1=O | -22.1%
16 | Cc1ccc(NS(=O)(=O)c2ccccc2)c(=O)n1CC(=O)NC1CCCC1 | i
17 | COc1cccc(NC(=O)C2(Cc3ccccc3)CCCCC(=O)N2)c1 (configuration not stated) | ?
18 | COc1ccc(NC(=O)NC2COc3ccccc3C2)c(OC)c1 (configuration not stated) | ?
19 | Cc1cc(NC(=O)N(C)CCc2c(C)nn(C)c2C)ccc1Br | 5.4%
20 | CCn1cc(CN2CCN(C(=O)C3CCCNC3)CC2)ccc1=O (configuration not stated) | 7.0%
21 | Cc1ccc(-c2nocc2CCC(=O)NCc2ccc(F)cc2Cl)cc1 | 6.3%
22 | COCCNC(=O)[C@H]1C[C@H](Oc2cccnc2)CN1C(=O)NCc1ccc(C)cc1 | 12.1%
23 | COc1ccc(NC(=O)c2cc3nc(-c4ccc(C)c(C)c4)cc(C(F)(F)F)n3n2)cc1 | -2.9%
24 | CNC(=O)[C@@H]1CN(C(=O)COc2cccc(C)c2)C[C@H]1CO | 3.3%

Exported with each value named: part of the list above
18: COc1ccc(NC(=O)NC2COc3ccccc3C2)c(OC)c1 (configuration not stated)
- Pf Dd2 inh = ?
2: CCOC(=O)C1(Cc2ccccc2F)CCCN(C(=O)CCc2c[nH]c3ccccc23)C1 (configuration not stated)
- Pf Dd2 inh = ?
20: CCn1cc(CN2CCN(C(=O)C3CCCNC3)CC2)ccc1=O (configuration not stated)
- Pf Dd2 inh = 7.0%
9: CCOc1ccc(NC(=O)C(CC)n2nc(-c3ccc(C)c(C)c3)ccc2=O)cc1 (configuration not stated)
- Pf Dd2 inh = -9.4%

(next part)
nr | Compound | Pf Dd2 inh
25 | O=C(c1ccc(N2CC3CC(C2)[C@H]2CCCC(=O)N2C3)nc1)N1CCCCC1 (some centres not stated) | -28.5%
26 | Cc1ccc(-c2cn3c(n2)sc2cc(C(=O)NCc4cccs4)ccc23)cc1 | ?
27 | COc1cccc(C2=NS(=O)(=O)N(C)C(C(=O)Nc3cccc(O)c3)=C2)c1 | ?
28 | Cn1cc(CN2CCOC[C@H](Oc3ccccc3)C2)cn1 | -24.6%[44.1 µM]
29 | COc1cncc([C@@H](NC(=O)c2scc3c2OCCO3)C2CC(O)C2)c1 (some centres not stated) | -18.8%
30 | CNC(=O)C(C)(C)N1CCC[C@H]1C(=O)NC1CCCC1 | 38.8%[activator][44.1 µM]
31 | COCCNC(=O)c1c(C)noc1-c1cc(OC)c(OC)c(OC)c1 | -8.8%
32 | COc1ccc(C2Cn3nnc(-c4noc(Cc5cccc(F)c5)n4)c3CO2)cc1 (configuration not stated) | -18.2%
33 | Cn1c(SCC(=O)N2CCOCC2)ncc(C(=O)Nc2ccc(F)cc2)c1=O | 5.9%
34 | CC(C)c1cnc2c(c1SCC(=O)NCc1ccccc1Cl)c(=O)n(C)c(=O)n2C | 20.2%
35 | CCOc1ccc(CCNC(=O)c2cc3cc4cc(OC)ccc4nc3s2)cc1OCC | -24.6%
36 | COc1cc(CNCCc2ccc(F)cc2)ccc1OCC(O)CN1CCSCC1 (configuration not stated) | -17.9%
37 | NC(=O)CN1CCC(c2nc(-c3ccc4nc[nH]c4c3)no2)CC1 | -22.4%
38 | COc1ccc(-c2cc(C(=O)NC3CCNCC3)c3c(C4CCCN4)noc3n2)cc1 (configuration not stated) | -0.6%
39 | CCc1ccc(Nc2sc(C(=O)c3ccc(F)cc3)c(N)c2S(=O)(=O)c2ccccc2)cc1 | 8.91µM*
40 | O=C(Nc1ccc2nc(SCCOc3ccccc3Cl)sc2c1)c1ccco1 | ?
41 | Cc1ccc(C)c(CNC(=O)Cn2c(C)ccc(NS(=O)(=O)c3ccccc3)c2=O)c1 | 6.9%
42 | CCc1noc(-c2cccn3c(CNC(=O)c4ccccc4)nnc23)n1 | ?
43 | O=C1OC[C@@H]2CCN(C3COC3)Cc3ccc(F)cc3N12 | 16.7%[44.1 µM]
44 | Cc1ccc(OCC(=O)NCC(=O)OCc2cc(=O)n3nc(C(C)C)sc3n2)cc1 | 45.2%[activator]
45 | COCC1CN(C(=O)Cn2nc(C(F)(F)F)cc2C)CC12CCNCC2 (configuration not stated) | 28.6%
46 | CCN(C)C(C)C(=O)N1CCc2onc(-c3ccc(C(F)(F)F)cc3)c2C1 (configuration not stated) | ?
47 | COc1ccc(C(=O)N2CCCC(c3nc(CCOCC4CCCC4)no3)C2)cc1F (configuration not stated) | -24.5%
48 | Cc1cccc(CNC(=O)c2sc3ncnc(N(C)C4CCCCC4)c3c2C)c1 | 23.6%
49 | CCN(CC)S(=O)(=O)c1ccc2c(c1)nc(CN(C)C(=O)Nc1ccc(Cl)cc1)n2C | ?
50 | CNC(=O)[C@@H](C1CC1)N1CCC[C@H]1C(=O)NCc1ccccc1 | ?
51 | CCCNC(=O)N(C1CCOCC1)C1CCN(C(=O)c2ccc(OC)nc2OC)CC1 | i
52 | Cc1ccc(Cl)cc1NC(=O)Cn1c(C)cc2nc3n(c(=O)c21)CCC3 | i
53 | Cc1cc2c(cc1C)NC(CC(=O)Nc1ccccc1SC(F)(F)F)C(=O)N2 (configuration not stated) | ?
54 | COc1cc(/C=C(\C#N)c2nc3ccccc3[nH]2)cc(Cl)c1OCc1ccccc1Cl | ?
55 | CCc1cccc(NC(=O)c2cc3c(s2)-c2ccccc2OC3)c1 | -11.9%
56 | O=C(c1ccsc1)N1CC(Oc2ccc(-c3nc(-c4ccccc4)no3)cc2)C1 | 20.5%[5.79 µM]
57 | COc1ccc(OC)c(CN2CCC3(CC2)OC(=O)N(Cc2cccnc2)C3(C)c2ccccc2)c1 (configuration not stated) | ?
58 | COc1ccc(CNC(=O)C(Cc2ccccc2)NS(=O)(=O)c2ccc3c(c2)CCN3C(C)=O)cc1 (configuration not stated) | -4.1%
59 | COCCn1c2c(c(=O)n1-c1ccccc1)CCN(Cc1ccncc1Cl)C2 | 24.3%[44.1 µM]
60 | Cc1ccccc1CN1Cc2nc(-c3ccc4c(c3)OCO4)ccc2OCC1=O | ?
61 | COc1ccc(C(=O)Nc2ccc(-c3nc4ccccc4s3)cc2C)cc1Cl | 31.6%[activator]
62 | COc1cc(CNC(=O)c2cnc3c(c2)N(C(=O)Cc2ccccc2OC)CCC3)cc(OC)c1 | ?
63 | Cc1nc(-c2cccc(S(=O)(=O)N3CCC(C(=O)NCc4ccccc4Cl)CC3)c2)no1 | 24.8%
64 | COc1ccc(C(=O)Nc2nc3c(s2)CCCC3)cc1Cl | -24.6%
65 | O=C1c2cc(N3CCOCC3)nc(-c3cccnc3)c2CN1C1COC1 | 2.0%[44.1 µM]
66 | CC(=O)N1CC(N(Cc2ccccc2)C2CCOCC2)C1 | -4.0%
67 | O=C(Nc1cc(F)c(F)c(F)c1)N1CCC(n2cnnc2C2CC2)C1 (configuration not stated) | -24.4%
68 | Cc1c(CC(=O)NCCc2ccccc2F)c(=O)oc2c(C)c3occ(C(C)(C)C)c3cc12 | ?
69 | CCOC(=O)c1ccc(NC(=O)CCc2c(C)n(CC)c3cc(-c4ccccc4OC)nn3c2=O)cc1 | 0.5%
70 | COc1cc(-c2nc(-c3c(C)noc3C)cc3c2cc(C)n3C)ccn1 | -5.3%[44.1 µM]
71 | CC1(C(=O)NCC2CC2)CCc2cnc(Nc3ccccc3)nc21 (configuration not stated) | -24.3%[44.1 µM]
72 | Cc1ccc(-c2nnc(Nc3ccc(C(=O)N(C)C)cc3)c3ccccc23)cc1S(=O)(=O)N(C)C | 11.2µM*
73 | O=C(CCNS(=O)(=O)c1ccc2c(c1)CCN2C(=O)C1CC1)Nc1ccc(F)cc1F | 14.1%
74 | COc1ccc(C(=O)N2CC3CC(C2)[C@H]2CCCC(=O)N2C3)cn1 (some centres not stated) | -7.6%
75 | CNc1nccc(N2CCC(CC(=O)N(C)Cc3cn(C)nc3C)CC2)n1 | ?
76 | Cc1ccc(C)c(N2CCN(C(=O)c3nn(C)c4c3CS(=O)(=O)c3ccccc3-4)CC2)c1 | 32.8%[activator][0.594 µM]
77 | Cc1ccc(-c2nn(CC(=O)Nc3cccc(C(F)(F)F)c3)c(=O)c3ccccc23)cc1 | i
78 | COc1cccc(C(=O)CN2CCN(S(=O)(=O)c3ccc(Cl)cc3)CC2)c1 | ?
79 | CC(CNC(=O)c1ccc2c(c1)nc1n2CCCCC1)c1ccccc1 (configuration not stated) | -14.4%
80 | COc1nccnc1NC1CCN(C(=O)Cc2cccs2)CC1 | i[5.79 µM]
81 | Cc1nn(C)c(C)c1CCC(=O)N1CCN(C(=O)N2CC3CC(C2)[C@H]2CCCC(=O)N2C3)CC1 (some centres not stated) | -9.9%
82 | CCOc1ccc(C(=O)c2cnc3ccc(Cl)cc3c2S(=O)(=O)c2ccc(C)cc2)cc1 | ?
83 | O=C(NC1CCCC1)c1csc(N2CCN(c3ccccc3F)CC2)n1 | -23.2%
84 | COc1ccc(-c2nc3ccccc3o2)cc1NC(=O)c1ccc(-c2ccc(C)c(Cl)c2)o1 | -16.5%

New compounds follow
nr | Compound | Pf Dd2 inh
85 | CC[C@@]1(O)CCN(C(=O)c2ccc(CSc3ccccc3)o2)C[C@H]1O | -10.6%
86 | COc1ccc(-c2cc(N3CCCN(C(=O)Cc4c[nH]c5ccccc45)CC3)n[nH]2)cc1 | ?
87 | O=C(N[C@H]1CO[C@H]2[C@@H]1OC[C@@H]2n1nnnc1Oc1ccccc1)c1ccc(C(F)(F)F)cc1 | i
88 | CC(C)(CC(=O)O)CC(=O)N[C@H]1C[C@H]2C(=O)Nc3ccccc3C(=O)N2C1 | ?
89 | CC(=O)Nc1cccc(C(=O)N2CCCN(c3cc(-c4ccc(Br)cc4)[nH]n3)CC2)c1 | -9.7%
90 | COCC1CN(C(=O)c2ccc(C)s2)CC12CCOCC2 (configuration not stated) | 27.8%
91 | CC(c1ccc(-c2cc(N)ccn2)cc1)N1CCCCC1 (configuration not stated) | i
92 | COc1ccc(CNC(=O)c2ccc3c(c2)nc2n3CCC(C)C2)c(OC)c1 (configuration not stated) | -18.7%
93 | CCOC(=O)N1CCc2c(sc3c2c(=O)n(-c2ccc(CC)cc2)c(=O)n3CC(=O)Nc2ccc(C)cc2)C1 | ?
94 | CCOC(=O)CNc1nc(Oc2ccc(=O)n(C)n2)nc(N(CC)CC)n1 | 8.4%
95 | COc1ccc(CNC(=O)CN2C(=O)CSc3ccc(S(=O)(=O)N4CCCC4)cc32)cc1 | 4.5%
96 | CNC(=O)c1noc2c1CN(CC1(O)CNCCOC1)CC2 (configuration not stated) | 2.7%
97 | CC(C)CC(=O)N1CCC2(CC1)OCC(C(=O)N1CCOCC1)N2C(=O)c1ccccc1 (configuration not stated) | 3.6%
98 | COc1cccc(CN2C(=O)OC3(CCN(C(=O)c4cnccn4)CC3)C2(C)c2cccnc2)c1 (configuration not stated) | -11.5%
99 | COCCc1noc(C2Cc3ccccc3N2C(=O)NCC(C)C)n1 (configuration not stated) | 13.0%[5.79 µM]
100 | CCCN1C(=O)CCc2cc(NC(=O)NCCCOC)ccc21 | ?
101 | CSc1cccc(NC(=O)c2cnn(-c3ccc(F)cc3)c2-n2cccc2)c1 | 33.6%[activator]
102 | COc1ccc(C)cc1NC(=O)CN1C(=O)COc2ccc(S(=O)(=O)N3CCC(C)CC3)cc21 | 14.1%
103 | COc1ccc(OC)c(CCNC(=O)c2cc3cccc4c3n2CCS4)c1 | 3.2%
104 | COCC(=O)N1CCCN(Cc2cccnc2)c2ccccc21 | -13.6%
105 | CC(CCc1ccccc1)NC(=O)CN1C(=O)NC(c2ccccc2Cl)C2=C1COC2=O (configuration not stated) | ?
106 | CC(C)CCN1CCC(N2CCN(C(=O)CCCc3ccccc3)CC2)C1=O (configuration not stated) | ?
107 | c1cncc(O[C@H]2COCCN(C3CCC3)C2)c1 | 6.4%[44.1 µM]
108 | CNC(=O)CN(C)C(=O)[C@H]1CN(Cc2ccccc2)C[C@H]1C(=O)O | -16.4%
109 | CC(C)N(C)Cc1nnnn1CC(=O)NCCn1ncc2ccccc2c1=O | -10.8%
110 | COc1cccc(-c2cn3c(n2)N(C(=O)Cn2ccnc2C)CCC3)c1 | ?
